# TAAR1 ag – human TAAR1 agonists, primary screen, Fluo-8 calcium fluorescence, CHO RD-HGA16 cells. Trace amine-associated receptor 1 (Homo sapiens), Q96RJ0. vehicle wells 0%, saturating PEA agonist 100%. activation, % at 3 µM. 0.99% of 360,000 active. AID 624467, 2012;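 active = activation above the mean activation of all test compounds in the run plus 3 SD, cut at about 38% in these data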
# Target sequence (Q96RJ0 whole entry, looked up): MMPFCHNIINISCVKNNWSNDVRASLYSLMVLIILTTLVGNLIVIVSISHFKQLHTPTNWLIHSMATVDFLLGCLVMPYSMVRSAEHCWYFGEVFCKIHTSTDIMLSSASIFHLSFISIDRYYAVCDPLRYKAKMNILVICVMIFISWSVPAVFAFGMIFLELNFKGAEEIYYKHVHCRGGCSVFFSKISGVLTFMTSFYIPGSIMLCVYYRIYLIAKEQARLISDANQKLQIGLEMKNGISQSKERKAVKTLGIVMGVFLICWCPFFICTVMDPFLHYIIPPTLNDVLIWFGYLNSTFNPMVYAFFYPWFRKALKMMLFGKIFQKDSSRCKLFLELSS
#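 Test system: RD-HGA16 (CHO) cells co-expressing Gα16 and hTAAR1 | Doses: Single dose, 3 µM | Schedule: 17-24 h seeding, 75 min 37 °C dye, 30 min RT | Evaluation: % activation from peak over basal fluorescence ratio, DMSO-to-PEA scaled | Technique: Kinetic Fluo-8 calcium fluorescence | Benchmarks: Low control DMSO, high control PEA (EC100)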
# CHRM1 PAM – human M1 muscarinic receptor positive allosteric modulators, primary screen, CHO-K1 cells, Fluo-8 calcium fluorescence, 1536-well | Muscarinic acetylcholine receptor M1 (Homo sapiens), P11229 | CHO-K1 hM1, ACh EC20; 0% = ACh EC20, 100% = maximal ACh | activation, % at 3 µM | 0.088% of 360,000 active | AID 588819, 2011; in the data active = activation above about 19%, passing the limit was not always enough
# Target sequence (P11229 whole entry, looked up): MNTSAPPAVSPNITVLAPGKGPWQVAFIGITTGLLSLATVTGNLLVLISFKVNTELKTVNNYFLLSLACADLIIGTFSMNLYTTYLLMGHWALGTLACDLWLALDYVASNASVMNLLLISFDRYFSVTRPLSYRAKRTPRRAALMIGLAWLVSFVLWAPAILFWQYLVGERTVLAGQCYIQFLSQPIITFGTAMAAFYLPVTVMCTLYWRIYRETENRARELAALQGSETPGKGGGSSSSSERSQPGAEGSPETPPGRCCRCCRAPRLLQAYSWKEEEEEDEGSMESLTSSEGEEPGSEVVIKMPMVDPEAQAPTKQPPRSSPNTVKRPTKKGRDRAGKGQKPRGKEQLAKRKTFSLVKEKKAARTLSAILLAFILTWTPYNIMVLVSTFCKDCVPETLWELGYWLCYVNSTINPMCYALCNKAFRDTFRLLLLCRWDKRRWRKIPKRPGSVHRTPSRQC
# TAAR1 antagonist – human TAAR1 antagonists, primary screen, Fluo-8 calcium fluorescence, CHO RD-HGA16 cells; AID 624466, 2012; 1.5% of 360,000 active; inhibition, % at 3 µM; antagonist;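 active = inhibition above a per-plate cutoff, the mean inhibition of test compounds on that plate plus 3 SD, cut at about 49% in these data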;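 also: 0% = DMSO plus EC80 beta-PEA response and 100% = DMSO alone without agonist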
#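 Material: RD-HGA16 CHO cells with stable hTAAR1 and Gα16; Dosing: single nominal final test compound concentration of 3 µM; Schedule: seeding 17-24 h prior, 75-min 37 °C, 30-min RT dye loading; Detection: kinetic Fluo-8 calcium fluorescence measurement; Measure: % inhibition from peak post-agonist over basal fluorescence ratio; Benchmarks: vehicle and agonist controls.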
# M1 ag parental – counter-screen for M1 agonists: effect in parental CHO-K1 cells; Fluo-8 calcium fluorescence; scaled to maximal ATP response, vehicle zero; activation, % at 3 µM; 0.48% of 360,000 active; AID 602248, 2012; in the data active = activation above about 15%;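 also: untransfected CHO-K1 host cells lacking M1 receptor as counterscreen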
# M1 ag – human M1 muscarinic receptor agonists, primary screen, Fluo-8 calcium fluorescence, CHO-K1 cells, HTS | Muscarinic acetylcholine receptor M1 (Homo sapiens), P11229 | CHO-K1 hM1, agonist mode; 0% DMSO, 100% acetylcholine EC100 | activation, % at 3 µM | 0.33% of 360,000 active;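 active = activation above the run's mean compound activation plus 3 SD, cut at about 16% in these data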;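 also: peak over basal fluorescence ratio within a 140 s kinetic read after compound addition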
# M1 PAM parental – nonselective calcium activators in parental CHO-K1 cells, primary screen, counter-screen for M1 PAM project, cell-based, Fluo-8 calcium fluorescence, full deck, 1536-well | ATP EC20; 0% at ATP EC20, 100% at ATP max | AID 602247, 2012 | 0.02% of 360,000 active | activation, % at 3 µM;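 active = activation above the run cutoff, the mean activation of all test compounds plus 3 SD, cut at about 40% in these data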;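 also: peak over basal fluorescence ratio in a 140 s read after ATP addition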
# M1 antag – human M1 muscarinic receptor antagonists, primary screen, CHO-K1 cells, Fluo-8 calcium fluorescence, 1536-well. Muscarinic acetylcholine receptor M1 (Homo sapiens), P11229. CHO-K1 hM1, ACh EC80 antagonist. inhibition, % at 3 µM. 1.3% of 360,000 active. AID 588852, 2011;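 active = percent inhibition above its own plate's cutoff, namely the mean of that plate's compound wells plus 3 SD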;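 also: peak over basal fluorescence ratio during 140 s after agonist addition; 0% = ACh EC80 plus DMSO and 100% = DMSO alone without agonist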
# CHO parental Ca – ATP-evoked calcium signal inhibitors, parental CHO, primary screen, counter-screen for OX1R antagonist project, cell-based, fluorescence, Fluo-8 calcium dye; AID 463079, 2010; parental CHO-K1, ATP-induced calcium, Fluo-8 fluorescence; inhibition, % at 5.6 µM; 0.63% of 330,000 active;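 active = inhibition above that plate's mean sample inhibition plus 3 SD, cut at about 26% in these data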;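 also: 0% = ATP-challenged DMSO wells and 100% = DMSO wells without ATP; some compounds past the cut are filed as inactive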
#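 Test system: untransfected parental CHO cell line. Compound: one dose, 5.6 µM nominal. Detection: intracellular calcium via Fluo-8 no-wash fluorescent dye. Measure: % inhibition. Benchmarks: ATP-challenged DMSO wells low, unchallenged DMSO wells high.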
# CHO-K1 Ca antag – M1 antagonist counterscreen hit in parental CHO-K1 cells; 0.6% of 360,000 active; inhibition, % at 3 µM; ATP-induced calcium, Fluo-8 fluorescence;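 active = inhibition above a per-plate cutoff, the plate's mean sample inhibition plus 3 SD, cut at about 24% in these data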;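 also: 0% = DMSO plus EC80 ATP and 100% = DMSO alone without ATP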
# * = called active by the depositor; / = no result given.
SMILES,TAAR1 ag,CHRM1 PAM,TAAR1 antagonist,M1 ag parental,M1 ag,M1 PAM parental,M1 antag,CHO parental Ca,CHO-K1 Ca antag
COc1ccc(Cc2nc3ccc(C(=O)N4CCCCC4CCO)cc3o2)cc1 (stereo not drawn),2,10,-6,0.3,0,13,-9,-17,0
CCN(CC)c1ccc(C2C(C(=O)OCCOC)=C(C)NC3=C2C(=O)CCC3)cc1 (stereo not drawn),2,-18,-7,0.1,-9,23,24,-6,-10
CC(c1ccccc1)c1nnc(NC(=O)c2ccc3c(c2)OCO3)s1 (stereo not drawn),11,4,-6,1.2,-1,9,-5,-5,-5
O=C(Nc1ccccc1-c1ccccc1)c1ccc(=O)[nH]n1,1,2,-22,1.4,-3,8,-2,-11,-3
O=S(=O)(Nc1nc2ccccc2nc1NCc1ccco1)c1ccccc1,-4,4,-27,-0.3,-1,-6,-4,-9,25*
Cc1ccc(NC(=O)c2ccccc2OCc2ccc([N+](=O)[O-])cc2)nc1,5,4,0,0.0,-1,8,-3,-2,-14
O=C(Nc1nc(SCc2ccc(F)cc2)ns1)c1ccco1,10,-1,16,8.0,1,11,-2,8,2
CCCC(=O)Nc1cccc(-c2nc3ccccc3c(=O)o2)c1,0,-2,-34,-0.6,1,9,-2,3,1
CC1=C(C(=O)N(C(C)C)C(C)C)CC(CC(=O)NC(c2ccccc2)c2ccccc2)C(=O)N1Cc1ccc(C(C)(C)C)cc1 (stereo not drawn),0,2,-6,1.2,-2,17,-30,/,-17
C/C(=N\NC(=O)Cc1cccn1C)c1cccs1,5,-1,-5,0.1,-5,1,-1,-10,-2
CCc1cc(C(=O)c2ccccc2OC)c(N)s1,-1,21,-23,0.6,6,11,-14,-2,-7
COc1ccc2c(COC(=O)c3ccc(C)c(S(=O)(=O)N4CCOCC4)c3)cc(=O)oc2c1,18,-5,23,3.8,-3,-6,-3,/,-14
CCN(CC)c1nc(=S)nc(NC(C)(C)C)[nH]1,/,7,/,-0.4,-5,10,-7,-15,-8
O=C(CSc1cccc[n+]1[O-])Nc1ccc(C(F)(F)F)cc1[N+](=O)[O-],1,4,-18,0.6,-1,7,3,-6,-7
CCOCCc1nnc(NC(=O)C(CC)c2ccccc2)s1 (stereo not drawn),13,4,13,4.2,-3,16,1,-12,-7
CCN(CC)c1ccc(NC(=O)c2ccc3c(c2)c(C)c(C)n3C)cc1,7,-5,6,0.3,-6,9,0,-9,-2
COC(=O)Cc1csc(NC(=O)c2ccc3ncsc3c2)n1,5,5,9,3.0,-3,14,-2,-18,-13
CCc1nc2sc3c(c2c(=O)o1)CCCC3,13,6,-10,-0.3,-3,13,-3,8,2
CC(C)C[C@H]1CNC(=O)C(=O)N1C[C@@H]1CCCN1C[C@H](Cc1ccccc1)N1C[C@H](CC(C)C)N(CCc2ccccc2)C(=O)C1=O,4,/,3,0.3,/,10,/,/,-24
O=C(C1=C(O)C(=O)N(CCN2CCOCC2)C1c1ccc([N+](=O)[O-])cc1)c1cc2ccccc2o1 (stereo not drawn),/,6,/,0.8,0,2,-5,-12,-16
COc1ccc([N+](=O)[O-])cc1NS(=O)(=O)c1ccc(C(=O)N2CCCC2)cc1,2,9,-2,1.8,-4,11,-7,-3,-22
Cc1ccc2cc3c(nc2c1)N(c1ccccc1)CC3,1,5,-16,0.2,-4,9,-3,-13,-7
COc1ccc(OC(F)(F)F)cc1CC1(C)C(=O)Nc2ccc(-c3ccsc3)cc21 (stereo not drawn),2,1,-35,1.3,-5,24,3,/,-11
O=C(c1ccco1)N1CCN(S(=O)(=O)c2ccc(S(=O)(=O)NC3CCCC3)cc2)CC1,7,-1,10,1.6,-4,22,-2,-20,-10
CN(c1cccc(NC(=O)CN(c2ccc(C34CC5CC(CC(C5)C3)C4)cc2)S(C)(=O)=O)c1)S(C)(=O)=O,/,7,/,2.0,0,26,-10,10,-17

# Three entries from above, with tabs:
SMILES	TAAR1 ag	CHRM1 PAM	TAAR1 antagonist	M1 ag parental	M1 ag	M1 PAM parental	M1 antag	CHO parental Ca	CHO-K1 Ca antag
O=C(Nc1ccccc1-c1ccccc1)c1ccc(=O)[nH]n1	1	2	-22	1.4	-3	8	-2	-11	-3
O=C(c1ccco1)N1CCN(S(=O)(=O)c2ccc(S(=O)(=O)NC3CCCC3)cc2)CC1	7	-1	10	1.6	-4	22	-2	-20	-10
CCOCCc1nnc(NC(=O)C(CC)c2ccccc2)s1 (stereo not drawn)	13	4	13	4.2	-3	16	1	-12	-7

# New compounds follow
SMILES,TAAR1 ag,CHRM1 PAM,TAAR1 antagonist,M1 ag parental,M1 ag,M1 PAM parental,M1 antag,CHO parental Ca,CHO-K1 Ca antag
O=C(Cn1c(NCCO)nc2ccccc21)NCC(F)(F)F,1,3,-14,0.4,-1,-8,-24,0,0
CCOc1cc(C=C(C(=O)OC)C(=O)OC)ccc1OCc1ccc([N+](=O)[O-])cc1,-1,7,3,1.1,0,24,0,-3,-12
O=C(COc1ccc([N+](=O)[O-])cc1)NN=C1CCCC1,-1,5,7,0.2,-3,17,-2,-16,-8
COC(=O)c1ccc(C)c(NC(=O)CN(c2ccccc2)S(=O)(=O)N(C)C)c1,6,-4,6,1.6,-6,17,7,-10,-1
CC(=O)n1cc([C@H]2C=C(C(=O)N3CCN(Cc4ccccc4)CC3)O[C@@H](OCc3ccc(CO)cc3)C2)c2ccccc21,27,-11,69*,5.8,-3,5,24,-22,-10
COc1cccc(-c2ccc3nnc(SCC(=O)Nc4ccc(NC(C)=O)cc4)n3n2)c1,1,9,-2,2.6,-4,17,-9,-13,-8
CCOC(=O)N1CCC(N(CCN(C)C)C(=S)Nc2ccccc2C)CC1,2,-14,11,0.5,-8,1,19,-1,4
CCOc1cc(/C=C(/C#N)C(=O)Nc2ccc(O)cc2)cc(Br)c1O,19,3,3,5.9,8,16,-1,-4,0
CCOc1ccc(/C=N/NC(=O)CN2CCCCCCC2)cc1,1,6,-10,-0.1,-5,1,-6,1,-13
N#CC1(C#N)OC12CCS(=O)(=O)c1ccccc12 (stereo not drawn),6,-2,-2,0.4,-3,16,-3,/,-6
CC(NC(=O)c1ccccc1)C(=O)Nc1ccccc1 (stereo not drawn),0,6,-10,0.9,5,4,-3,/,0
Cc1ccnc(NC(=O)c2ccccc2NC(=O)c2ccc(Cl)cc2Cl)c1,-2,8,18,0.4,-1,-1,-13,-22,-8
CCOC(=O)N1CCN(Cc2cn[nH]c2-c2ccc(-c3ccccc3)cc2)CC1,3,17,-12,5.8,-6,28,-12,-23,2
O=C(C[C@@H]1C/C=C\C[C@H](NC(=O)OCC2c3ccccc3-c3ccccc32)C(=O)OC[C@@H]2CCCN2C1=O)NCCO,14,5,-4,0.0,-10,-8,2,1,-12
CCCCNC(=O)CSc1nnc(NC(C)=O)s1,1,6,20,0.3,-3,7,-5,0,0
COc1cc(C2NC(=O)NC(c3ccccc3)=C2C(C)=O)cc([N+](=O)[O-])c1O (stereo not drawn),2,3,18,0.4,-4,13,0,-8,-11
O=C1OC(Cc2ccncc2)C(O)=C1C1=NCCCN1 (stereo not drawn),2,-6,-15,0.4,-8,11,2,-2,-11
O=C1c2ccccc2[C@@H]2C[C@H](NC34CC5CC(CC(C5)C3)C4)[C@@H](O)CCN12,0,-1,-11,0.2,-10,7,-7,-20,-5
CN(C(=S)NC(=O)c1ccccc1)C1CCCCC1,3,-7,-1,0.0,-5,-4,0,-10,-3
Cc1cc(NC(=O)CSc2nccn2-c2cccc(Cl)c2)no1,-1,-2,-20,0.4,-3,6,-6,-13,-16
Cc1oc(-c2ccccc2Cl)nc1CSc1nc2c(c(=O)[nH]1)CCCC2,1,4,-33,-0.4,-1,0,-6,-15,-6
O=C(c1ccccn1)N(Cc1cc2ccccc2[nH]c1=O)C1CCCCC1,10,6,-3,0.7,-4,17,-18,-25,-10
O=C(Nc1ccc(OC(F)(F)F)cc1)Nc1cccc([N+](=O)[O-])c1,11,-14,53*,16*,2,-1,34,73*,23
C[C@@H]1CN([C@@H](C)CO)C(=O)CCCn2nncc2CO[C@@H]1CN(C)C(=O)Nc1ccnc(N2CCOCC2)c1,2,12,6,0.5,-7,4,-16,/,-2
CN(C)CCNC(=O)C(=O)Nc1cc2c3c(c1)CCN3C(=O)CC2,1,8,-13,0.2,-2,-28,-5,0,8

# Next part:
SMILES,TAAR1 ag,CHRM1 PAM,TAAR1 antagonist,M1 ag parental,M1 ag,M1 PAM parental,M1 antag,CHO parental Ca,CHO-K1 Ca antag
CCOC(=O)C1=C(C)N=C2SC(C)C(=O)N2C1/C=C/c1ccccc1OC (stereo not drawn),-1,1,17,0.3,-3,5,-4,-15,-7
CCOC(=O)N1CCC(NC(=O)c2cc3c(=O)[nH]c4ccccc4c3n2C)CC1,1,0,3,1.0,-3,0,4,-8,-4
CCC(C)c1ccc(OCC(=O)Nc2ccc3[nH]c(=O)[nH]c3c2)cc1 (stereo not drawn),4,2,-7,0.0,-7,2,-3,13,-7
CCOC(=O)N1CCN(C(=O)c2ccc3c(=O)n(-c4cc(OC)ccc4OC)c(=S)[nH]c3c2)CC1,10,3,-32,0.0,-8,0,-8,-11,-8
COc1ccc(S(=O)(=O)N(C)C[C@@H]2Oc3ccc(NC(=O)Nc4c(C)noc4C)cc3C(=O)N([C@H](C)CO)C[C@@H]2C)cc1,5,6,0,0.3,-7,9,-3,-9,-10
CC(=O)C1(O)CCC2C3CCC4CC(O)CCC4(C)C3C(=O)CC21C (stereo not drawn),4,19,-19,2.4,0,18,-21,/,-14
COc1ccc(CCN(C)C2CCCN(C(=O)CCSC)C2)cc1OC (stereo not drawn),0,-8,2,-0.9,-9,-7,19,-2,12
Cc1cc(C(=O)CN2C(=O)NC(C)(CC(C)C)C2=O)c(C)n1-c1ccc2c(c1)OCO2 (stereo not drawn),2,1,-18,2.8,-8,16,-5,-21,-6
COc1cccc(CN(C)C(=O)c2ccc(S(=O)(=O)Nc3cccc(C)c3C)cc2)c1OC,11,-13,35,12,10,19,4,/,-10
COc1ccc(Cl)cc1S(=O)(=O)N1CCC(O)(c2ccc(Cl)cc2)CC1,0,-2,-20,0.7,-6,-20,-1,-6,4
O=C(CC1C(=O)NCCN1Cc1ccc(-c2ccccc2)cc1)NCCc1ccccn1 (stereo not drawn),14,6,-19,1.0,-9,4,-5,-17,-14
COc1ccc(C(=O)NC2CC(C)(C)NC(C)(C)C2)cc1S(=O)(=O)N1CCOCC1,4,12,-9,0.0,-4,7,-16,/,1

# Screening results deposited in PubChem by The Scripps Research Institute Molecular Screening Center.
